Screens as filed in PubChem.
BoNT-A LC inh2: BoNT A light chain protease inhibition; multiplex microsphere protease substrate cleavage, flow cytometry; inhibition, % at 10 µM; actives 0.17% (n = 360,000); also: plate controls were buffer without enzyme for full effect and enzyme alone for no effect
TcdB inh: inhibitors of Clostridioides difficile toxin B glycohydrolase; TcdB glycohydrolase enzymatic assay, plate reader; inhibition, % at 9.99 µM; actives 0.24% (n = 350,000); AID 652162; in the data active = inhibition above about 10%
SARS 3CLpro inh: SARS-CoV 3CLpro protease inhibition; recombinant SARS-CoV 3CLpro, quenched FRET peptide cleavage; inhibition, % at 6 µM; actives 0.14% (n = 290,000); AID 1706; in the data active = inhibition above about 12%
Vc quorum ag: inducers of Vibrio cholerae quorum light production without autoinducers. actives 0.16% (n = 350,000). activation, % at 18.7 µM. V. cholerae BH1578 lux reporter, luminescence, 6 h; in the data active = activation mostly above about 9.7%, no sharp cut-off; inconclusive = no clear call, values can overlap the other calls; inactive = mostly below about 3.7%; also: not every result past the cut was called active; inactives centre near 0; reference of the scale not given here
PfHsp40 yeast: rescue of PfHsp40-mediated yeast toxicity; S. cerevisiae expressing PfHsp40, growth rescue, ATP luminescence; actives 0.68% (n = 340,000); growth rescue, % at 12.5 µM; in the data active = growth rescue above about 28%, passing the limit was not always enough; inconclusive = no clear call, values can overlap the other calls;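 also: yeast W303a lacking pdr1 and pdr3 grown in galactose medium; growth measured after three days at 30 °C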
PrPC TRFRET: cell surface PrPC inhibition, primary TR-FRET screen; P04156; inhibition, % at 13.8 µM; TR-FRET read-out; actives 0.43% (n = 370,000); in the data active = inhibition above about 24%; also: 0% = median of the test wells and 100% = reference compound wells
SSB-PriA inh: blocks PriA binding to SSB C-terminal tail; AlphaScreen SSBct-PriA binding, biotinylated peptide; inhibition, % at 33 µM; actives 0.6% (n = 430,000); AID 1272365; in the data active = inhibition mostly above about 37%, no sharp cut-off; inactive = mostly below about 20%;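 also: plate controls were negative control peptide for no effect and reference peptide for full effect; strong numbers were not always called active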
Y pestis TopoI: blocks Yersinia pestis topoisomerase I activity; AID 504884; actives 0.064% (n = 360,000); Y. pestis Topo-I cleavage product accumulation, plate reader; activity, % at 10 µM; in the data active = activity above about 50%, passing the limit was not always enough; inconclusive = no clear call, values can overlap the other calls; also: inactives centre near 2
Anthrax LF prot: blocks Bacillus anthracis lethal factor protease; P15917; multiplex microsphere protease cleavage assay, LF; inhibition, % at 10 µM; actives 0.12% (n = 360,000); AID 588501; also: plate controls were buffer without enzyme for full effect and enzyme alone for no effect
Target sequence (P15917 whole entry, looked up): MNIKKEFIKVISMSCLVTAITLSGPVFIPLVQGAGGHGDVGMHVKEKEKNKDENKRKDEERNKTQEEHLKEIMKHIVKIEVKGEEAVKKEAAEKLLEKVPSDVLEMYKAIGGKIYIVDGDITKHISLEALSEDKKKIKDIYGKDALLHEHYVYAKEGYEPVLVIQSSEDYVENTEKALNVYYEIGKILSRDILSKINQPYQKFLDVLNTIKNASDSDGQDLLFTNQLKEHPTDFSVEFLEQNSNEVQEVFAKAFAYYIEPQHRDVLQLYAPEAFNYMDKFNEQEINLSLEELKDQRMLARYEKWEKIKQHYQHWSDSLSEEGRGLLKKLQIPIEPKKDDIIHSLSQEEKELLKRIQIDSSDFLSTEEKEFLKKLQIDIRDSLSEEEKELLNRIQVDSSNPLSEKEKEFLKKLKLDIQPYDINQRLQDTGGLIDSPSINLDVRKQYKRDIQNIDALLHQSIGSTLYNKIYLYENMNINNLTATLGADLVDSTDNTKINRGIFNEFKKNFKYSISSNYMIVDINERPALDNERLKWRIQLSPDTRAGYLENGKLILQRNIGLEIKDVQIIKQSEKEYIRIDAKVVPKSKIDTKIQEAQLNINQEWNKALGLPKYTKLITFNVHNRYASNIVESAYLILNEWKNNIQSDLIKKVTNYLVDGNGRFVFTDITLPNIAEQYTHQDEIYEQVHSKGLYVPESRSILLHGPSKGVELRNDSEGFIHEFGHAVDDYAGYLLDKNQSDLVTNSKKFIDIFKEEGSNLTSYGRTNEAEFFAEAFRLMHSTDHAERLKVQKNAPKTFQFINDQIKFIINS
* hit, by the source's call; i = inactive; u = inconclusive; x = no result given; & = joins results of further samples. Rule as the data show it, unless noted: active = inhibition above about 30%; inconclusive = no clear call, values can overlap the other calls; inactive = below that. An excerpt (hit frequency here may not be typical).

SMILES | BoNT-A LC inh2 | TcdB inh | SARS 3CLpro inh | Vc quorum ag | PfHsp40 yeast | PrPC TRFRET | SSB-PriA inh | Y pestis TopoI | Anthrax LF prot
N#CC1=C(N)Oc2cc(N)ccc2C1c1ccsc1 (stereo not given) | 0.3 | x | 1 | -0.4 | -0.3 | 0 | -3 | -14 | -2
Cc1ccc(C)c(N2C(=O)CC(Cc3ccc(Cl)cc3)C2=O)c1 (stereo not given) | x | -0.5 | 1 | i | 0.0 | -3 | -10 | 12 | x
O=C(NCc1ccco1)c1ccc(Cn2c(=O)c3sccc3n(Cc3ccc(F)cc3)c2=O)cc1 | -0.2 | -0.1 | -1 | -0.2 | 0.3 | -4 | -2 | 9 | -5
Cc1ccc2nc(-c3ccc(NS(=O)(=O)c4ccc(F)c(F)c4)cc3)sc2c1 | -0.1 | x | 7 | -0.2 | 2.0 | 0 | -18 | 20 | 2
COc1ccccc1CN(C)C(=O)COC(=O)c1cc(C)oc1C | -5.8 | 2.2 | x | i | -1.2 | 1 | -5 | 6 | 8
COc1ccc(C=C2Cc3ccccc3C2=O)cc1 | -0.1 | -0.8 | x | x | x | -2 | x | x | -4
O=C(COC(=O)COc1ccc2ccccc2c1)Nc1cc(C(F)(F)F)ccc1N1CCOCC1 | -0.7 | -1.4 | 2 | -0.2 | -1.1 | 6 | -11 | 7 | 0
Cc1cc(NC(=O)CSc2nc(N)c(NC(=O)c3ccccc3F)c(=O)[nH]2)no1 | 1.8 | 0.2 | -6 | -4.2 | 0.0 | 2 | -15&-7 | -4 | 5
COc1cc(/C=C2\C(=N)N3N=CSC3=NC2=O)cc(Br)c1OC(=O)c1ccco1 | 0.7 | -1.7 | 5 | 2.2 | 0.5 | -3 | 10 | -6 | -2
CN1N=C(/C=C/c2ccccc2)CCC1=O | -0.7 | -1.0 | -5 | 0.3 | 0.1 | -9 | -20 | -10 | -4
Cc1ccc(NC(=O)CSc2nc(=O)cc(N)n2-c2ccccc2)cc1 | 0.0 | x | 3 | -1.4 | 0.0 | -10 | 3 | -3 | 1
Cc1c(Cl)c([N+](=O)[O-])nn1CCCC(=O)Nc1cccnc1 | -0.7 | 0.1 | -1 | -4.4 | -0.2 | -19 | -7 | 6 | -2
CC1CCCC(C)N1C(=O)COC(=O)C1CCN(S(=O)(=O)c2ccc3c(c2)OCCO3)CC1 (stereo not given) | x | -0.6 | x | -2.1 | -0.3 | 6 | -19 | 18 | x
O=C1Cn2c(nc3ccccc32)-c2ccccc2N1 | 0.0 | 0.1 | 2 | -0.5 | -1.8 | 8 | 2 | 3 | -2
Cc1ccc(CNC(=O)CO/N=C/c2ccc(C(C)(C)C)cc2)cc1 | -0.1 | 1.4 | 5 | -0.2 | 1.1 | -4 | x | -2 | 0
CCOc1ccccc1N(CC(=O)Nc1cc(OC)ccc1OC)S(=O)(=O)c1ccccc1 | 1.6 | -0.5 | 3 | 0.4 | 1.3 | 5 | -2 | 46 | 24
Cc1c(C(=O)O)[nH]c2c1C(=O)CC(c1ccc(C(C)(C)C)cc1)C2 (stereo not given) | -3.3 | -1.1 | 2 | i | 0.5 | -2 | -9 | 2 | 8
O=C(NCCc1ccc2c(c1)OCCO2)c1cc(S(=O)(=O)N2CCCC2)ccc1Cl | 0.3 | 1.8 | x | 5.0 | 0.4 | -1 | -5 | -2 | 9
CC(C)CCNC(=O)CN(C(=O)CCC(=O)Nc1ccccn1)c1ccc2c(c1)OCO2 | -0.6 | x | 1 | -0.8 | 0.0 | 0 | 4 | -5 | -12
C/C(=C1/SC(N2CCCC2)=NC1=O)c1ccc(Br)cc1 | -0.2 | x | -5 | -1.1 | 1.5 | -9 | -2 | 44 | -2

In a second layout: four of the compounds above
Structure: Cc1ccc(NC(=O)CSc2nc(=O)cc(N)n2-c2ccccc2)cc1
  BoNT-A LC inh2 = 0.0
  TcdB inh = x
  SARS 3CLpro inh = 3
  Vc quorum ag = -1.4
  PfHsp40 yeast = 0.0
  PrPC TRFRET = -10
  SSB-PriA inh = 3
  Y pestis TopoI = -3
  Anthrax LF prot = 1
Structure: Cc1ccc(CNC(=O)CO/N=C/c2ccc(C(C)(C)C)cc2)cc1
  BoNT-A LC inh2 = -0.1
  TcdB inh = 1.4
  SARS 3CLpro inh = 5
  Vc quorum ag = -0.2
  PfHsp40 yeast = 1.1
  PrPC TRFRET = -4
  SSB-PriA inh = x
  Y pestis TopoI = -2
  Anthrax LF prot = 0
Structure: CN1N=C(/C=C/c2ccccc2)CCC1=O
  BoNT-A LC inh2 = -0.7
  TcdB inh = -1.0
  SARS 3CLpro inh = -5
  Vc quorum ag = 0.3
  PfHsp40 yeast = 0.1
  PrPC TRFRET = -9
  SSB-PriA inh = -20
  Y pestis TopoI = -10
  Anthrax LF prot = -4
Structure: Cc1c(C(=O)O)[nH]c2c1C(=O)CC(c1ccc(C(C)(C)C)cc1)C2 (stereo not given)
  BoNT-A LC inh2 = -3.3
  TcdB inh = -1.1
  SARS 3CLpro inh = 2
  Vc quorum ag = i
  PfHsp40 yeast = 0.5
  PrPC TRFRET = -2
  SSB-PriA inh = -9
  Y pestis TopoI = 2
  Anthrax LF prot = 8

(next part)
SMILES | BoNT-A LC inh2 | TcdB inh | SARS 3CLpro inh | Vc quorum ag | PfHsp40 yeast | PrPC TRFRET | SSB-PriA inh | Y pestis TopoI | Anthrax LF prot
CCCCN1CC(COCc2ccccc2)Oc2cc(Br)ccc2S1(=O)=O (stereo not given) | -0.5 | 1.7 | x | -0.5 | -0.6 | 7 | -15 | 46 | -1
C/C=C/c1ccc(OCC(=O)NNC(=O)CN(C)S(=O)(=O)c2ccc(C)cc2)c(OC)c1 | -2.8 | -0.2 | x | -8.0 | 1.5 | 7 | 0 | 20 | -9
Cc1ccc(NC(=O)COC(=O)c2cccc(OC(F)F)c2)cc1S(=O)(=O)N1CCCCC1 | 0.3 | 1.7 | x | -0.5 | 2.1 | -3 | -7 | 22 | -12
CCOC(=O)c1ccc(NC(=O)CSc2nc(SC)ns2)cc1 | 0.5 | x | 2 | -0.7 | 0.8 | 4 | -16 | 0 | 0
NNC(=O)c1ccc(COc2ccc3c(c2)CCC3)cc1 | 0.8 | -1.2 | -3 | -0.3 | -0.9 | 6 | 5 | 14 | -3
Cc1cc(C(=O)N2CCN(c3ncccn3)CC2)c2cc(F)ccc2n1 | 0.6 | 1.6 | 0 | 0.5 | 0.2 | 4 | -10 | -4 | 1
CC(=O)Oc1ccc(OC(C)=O)c2c1C1C=CC2CC1 | -0.1 | -0.1 | x | -1.1 | -0.8 | -5 | x | -5 | -4
CC(C)OC(=O)CSc1nc2ncccc2[nH]1 | 0.0 | x | 1 | i | -0.7 | 2 | -3 | -8 | -3
Cc1csc(NC(=O)CSc2nnc(-c3ccncc3)n2C)n1 | 0.7 | x | 5 | -0.4 | -0.1 | -1 | -11 | -6 | -1
NC(=O)COc1ccc2cc(-c3ccc(F)cc3)c(=O)oc2c1 | -3.5 | 1.0 | 2 | -0.3 | -1.8 | -9 | 1 | 7 | -13
COc1ccc(OC)c(-n2c(C)cc(/C=C3\C(=N)N4N=C(CC(=O)N5CCOCC5)SC4=NC3=O)c2C)c1 | 0.9 | 1.5 | -3 | i | 0.5 | -3 | -1 | 5 | 2
O=C(O)C(Cc1ccc(Cl)cc1)Sc1nc2ccccc2[nH]1 (stereo not given) | -1.4 | 0.4 | -3 | i | 3.1 | 1 | -1 | 3 | 14
CCOC(=O)N1CCC(NC(=O)CS(=O)(=O)Cc2nc(-c3ccccc3Cl)oc2C)CC1 | 1.4 | -1.4 | 0 | -0.4 | -1.1 | -1 | -2 | 26 | 1
CC(NC(=O)c1ccc([N+](=O)[O-])o1)C1CC2CCC1C2 (stereo not given) | -0.3 | x | x | i | -2.2 | x | 9 | 0 | 8
COc1cccc(-c2nc(CSCC(=O)N3CCc4ccccc43)c(C)o2)c1 | u | x | 6 | -0.7 | 4.7 | 2 | -17 | 3 | u
O=C(Cn1cc(CCO)nn1)N1CCNCC1 | -0.3 | 0.8 | -2 | i | 0.9 | 0 | -9 | -2 | 10
O=C(Nc1cccnc1)C1Cc2c(-c3cccc(F)c3)ccnc2O1 (stereo not given) | -0.6 | 0.4 | x | -0.3 | x | 6 | x | 7 | -7
O=C(NN1C(=O)/C(=C/c2ccc(O)c([N+](=O)[O-])c2)SC1=S)c1ccccc1Cl | -0.2 | -2.2 | -3 | -1.4 | u | -8 | 13 | -17 | 3
C=CCN=C(NC#N)SCC(=O)c1cccc(OC)c1 | u | -0.6 | -4 | -2.5 | -1.1 | -7 | -4 | 2 | -2
CC1(C)CC(=O)C2=C(C1)N(CCN1CCOCC1)C1=C(C(=O)CC(C)(C)C1)C2c1ccc(Cl)c([N+](=O)[O-])c1 | -0.4 | -0.9 | 5 | i | -0.2 | 0 | -1 | 18 | 1
O=C1C=C(c2cccc(Cl)c2)C[C@@H](c2ccc(F)cc2)C1 | -0.8 | x | x | 2.4 | 3.1 | x | -24 | 5 | -3
CCOc1c2ccc(C(=O)NCc3ccc(C)cc3)cc2nn1CC | 0.0 | -3.4 | -3 | i | -0.9 | -7 | 10 | 20 | 4
COc1ccc(/C=C/C(=O)OCC(=O)NC2CCCC(C)C2C)cc1 (stereo not given) | -0.2 | 0.3 | x | i | -0.5 | 1 | -8 | 18 | -12
O=C(Cn1cncn1)NCc1ccc(Cl)cc1 | 0.5 | x | 3 | -0.3 | 1.2 | 6 | -4 | 11 | -1
C/C(CC(=O)Nc1ccc(C)c(Cl)c1)=N\NC(=O)c1ccccn1 | 0.3 | -1.6 | 5 | -0.3 | 0.3 | -5 | x | 5 | 1
O=C(COC(=O)c1ccc(F)cc1Cl)NC1CCS(=O)(=O)C1 (stereo not given) | -2.1 | 0.7 | x | -5.7 | -0.3 | -4 | -9 | -5 | 3
CC12CCC(=O)N1C(C(=O)N1CCN(S(=O)(=O)c3ccccc3F)CC1)CS2 (stereo not given) | 2.7 | -0.9 | x | i | 1.2 | -7 | 0 | -1 | -3
O=C(NCc1nnc(SCC(=O)N2CCOCC2)o1)c1cccs1 | -0.1 | 0.3 | 0 | -0.1 | -0.7 | 2 | 0 | 1 | -2
CCOC(=O)C1=C(C)NC(=S)NC1c1ccc(OCC(=O)N2CCCCCC2)c(OC)c1 (stereo not given) | 0.8 | 1.9 | -1 | -0.3 | 0.6 | 1 | 3 | 14 | -2
Cc1ccc(S(=O)(=O)NC(=O)Nc2ccccc2)cc1 | -0.1 | -2.4 | 2 | i | 6.3 | 3 | -13 | 3 | -5
Cc1ccccc1N1CCN(C2CCCN(C(=O)CCN3CCCCO3)C2)CC1 (stereo not given) | -0.1 | 0.8 | 1 | -0.2 | 0.2 | -4 | -8 | 14 | -1
COc1ccc(CC(=O)OCC(=O)c2ccc(S(=O)(=O)N3CCCCC3)cc2)cc1 | -0.5 | -0.2 | x | -1.4 | -0.5 | -6 | -8 | 33 | -4
C/C(=N/NC(=O)c1cccs1)c1cccc(NC(=O)C2CC2)c1 | 0.1 | x | 4 | -5.6 | -0.5 | 0 | x | -1 | -2
COc1ccc2[nH]c3c(c2c1)CCN1C(=O)C(CC(=O)NCc2cccc(C(F)(F)F)c2)C[C@H](C(=O)N(C(C)C)C(C)C)[C@@]31C (stereo not given in full) | -0.3 | 0.3 | x | -1.6 | 1.5 | -5 | 11 | 19 | -1
CC(=O)c1ccc(OCc2c(-c3ccccc3)nnn2CC(=O)NS(=O)(=O)c2ccc(C)cc2)cc1 | 0.6 | -1.1 | x | -0.6 | x | -1 | x | 7 | 0
CC(=O)N(Cc1ccc(Br)cc1)c1cccc(C)c1C | 0.1 | -0.7 | -3 | 0.3 | 2.0 | -2 | -15 | 15 | -10

In the list so far, these contain a COOH group.
SMILES | BoNT-A LC inh2 | TcdB inh | SARS 3CLpro inh | Vc quorum ag | PfHsp40 yeast | PrPC TRFRET | SSB-PriA inh | Y pestis TopoI | Anthrax LF prot
Cc1c(C(=O)O)[nH]c2c1C(=O)CC(c1ccc(C(C)(C)C)cc1)C2 (stereo not given) | -3.3 | -1.1 | 2 | i | 0.5 | -2 | -9 | 2 | 8
O=C(O)C(Cc1ccc(Cl)cc1)Sc1nc2ccccc2[nH]1 (stereo not given) | -1.4 | 0.4 | -3 | i | 3.1 | 1 | -1 | 3 | 14
